Diaph inh CS: diaphorase inhibition or chemical oxidation counter-screen | diaphorase resazurin-to-resorufin fluorescence, NADH, 16 min; bacterial (C. kluyveri) enzyme, not human | inhibition, % at 20 µM | 0.69% of 190,000 active | AID 1217;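 active = primary screen inhibition at 20 µM above a set limit, cut at about 50% in these data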;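 note: plate controls were DMSO with full reaction for no effect and wells lacking NADH for full effect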
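System: Bacterial diaphorase enzyme (C. kluyveri) | Incubation: 16-min room-temperature incubation before reading | Benchmarks: No-NADH positive control and DMSO neutral control | Measured by: Resorufin fluorescence 544/590 nm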
ROMK mod: modulators of human ROMK potassium channel; B-score at 10 µM; AID 1918; Tet-inducible ROMK, thallium flux fluorescence; actives lie on both sides; P48048; 2% of 130,000 active;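 active = signal ratio slope over the read window, or its plate-corrected B-score, at least 3 SD from the plate mean, either direction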;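 note: B-score of the F/F0 ratio slope over 7 to 12 s after thallium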
S1P3 antag: S1P3 (human) receptor antagonism. CHO S1P3 NFAT-BLA reporter, FRET fluorescence, antagonist mode. 0.27% of 170,000 active. inhibition, % at 4.98 µM. Q99500;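 active = inhibition above the plate cutoff, the mean inhibition of test wells on that plate plus 3 SD, cut at about 28% in these data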;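 note: cells challenged with S1P at its EC80 of 0.8 µM; blue over green emission ratio from cleaved BLA substrate after 4 h stimulation; 0% = S1P-stimulated wells and 100% = unstimulated DMSO-only wells; some compounds past the cut are filed as inactive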
Target sequence (Q99500 whole entry, looked up): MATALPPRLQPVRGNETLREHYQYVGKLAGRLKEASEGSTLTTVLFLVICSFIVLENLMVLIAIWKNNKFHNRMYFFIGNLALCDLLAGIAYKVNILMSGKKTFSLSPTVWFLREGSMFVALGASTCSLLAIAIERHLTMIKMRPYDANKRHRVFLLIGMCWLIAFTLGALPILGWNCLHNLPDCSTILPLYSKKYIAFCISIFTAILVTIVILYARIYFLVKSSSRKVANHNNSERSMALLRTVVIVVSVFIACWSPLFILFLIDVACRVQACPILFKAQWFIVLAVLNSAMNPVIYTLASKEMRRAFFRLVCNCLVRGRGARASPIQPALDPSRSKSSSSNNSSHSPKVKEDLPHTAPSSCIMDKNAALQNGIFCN
PMI act hi M6P: increases human PMI activity with near-saturating mannose 6-phosphate. coupled PMI enzyme assay, resazurin fluorescence, 20 min; active compounds read high; 1 = untreated enzyme, 0 = substrate-free blank. 0.34% of 190,000 active. activation factor at 20 µM. AID 1216;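 active = activation factor of 2 or more at 20 µM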
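Test system: human phosphomannose isomerase with PGI, G6PDH, diaphorase coupling enzymes / Doses: 20 µM compound, 1% DMSO / Times: enzyme reaction with compound 20 min at room temperature / Measured by: Diaphorase-driven resazurin-to-resorufin fluorescence, excitation 544, emission 590 nm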
PPARg SRC1 recr: agonists of human PPARgamma SRC-1 coactivator recruitment; 0.41% of 200,000 active; P37231; activation, % at 8 µM; PPARgamma-SRC-1 coactivator recruitment biochemical assay; in the data active = activation above about 19%;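 note: 0% = DMSO and 100% = reference agonist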
Target sequence (P37231 whole entry, looked up): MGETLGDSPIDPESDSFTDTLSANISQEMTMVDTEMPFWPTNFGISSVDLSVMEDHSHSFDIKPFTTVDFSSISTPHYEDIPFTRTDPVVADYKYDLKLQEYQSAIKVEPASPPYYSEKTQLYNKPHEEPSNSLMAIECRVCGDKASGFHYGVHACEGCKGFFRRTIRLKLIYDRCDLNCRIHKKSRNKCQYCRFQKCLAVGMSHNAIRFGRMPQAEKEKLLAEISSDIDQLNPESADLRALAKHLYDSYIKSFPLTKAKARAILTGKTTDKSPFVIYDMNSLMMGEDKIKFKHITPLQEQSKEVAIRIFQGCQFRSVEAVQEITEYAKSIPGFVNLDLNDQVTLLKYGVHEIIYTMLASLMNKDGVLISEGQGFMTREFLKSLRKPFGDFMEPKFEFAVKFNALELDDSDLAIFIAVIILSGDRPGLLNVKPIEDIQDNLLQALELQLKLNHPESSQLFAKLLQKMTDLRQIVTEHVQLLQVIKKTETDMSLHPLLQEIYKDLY
G6PDH CS: L. mesenteroides G6PDH inhibition counter-screen | 0.12% of 200,000 active | AID 1020 | Purified L. mesenteroides G6PDH, diaphorase/resazurin coupled fluorescence, 45 min | inhibition, % at 5 µM; in the data active = inhibition above about 50%
PPARg SRC3 recr: PPARgamma-driven SRC-3 recruitment agonism; P37231; 0.26% of 200,000 active; activation, % at 8 µM; AID 731; biochemical PPARgamma/SRC-3 coactivator recruitment assay; in the data active = activation above about 23%;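 note: 0% = DMSO and 100% = reference agonist; some compounds past the cut are filed as inactive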
Diaphorase act: counter-screen for diaphorase-based assays: diaphorase activators and chemical reducers; Diaphorase/resazurin coupled assay, resorufin fluorescence, 16 min; active compounds read high; 1 = vehicle wells, 0 = NADH-free wells; activation factor at 20 µM; 0.005% of 190,000 active; AID 1229;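 active = diaphorase activity raised at least twofold by the compound at 20 µM; inactive = activation factor below 2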
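Material: purified diaphorase enzyme from Clostridium kluyveri; Also added: 0.114 mM NADH and 0.1 mM resazurin, final amounts; Doses: single compound dose of 20 µM, 1% DMSO final; Times: 16 min enzyme reaction, ambient temperature; Detection: resorufin fluorescence, excitation 544 nm, emission 590 nm; Measure: increased resorufin signal from activators or reducing compounds.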
PMI act: activators of human phosphomannose isomerase; P34949; purified human PMI, coupled resazurin fluorescence, 20 min; active compounds read high; 1 = vehicle control, 0 substrate-free wells; activation factor at 20 µM; 0.005% of 190,000 active; AID 1214;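 active = activation factor of 2 or more at 20 µM, relative to plate controls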
SRC2 TRFRET art: counter-screen for PPARgamma SRC-2 recruitment agonists: TR-FRET artefact. active compounds read high. TR-FRET ratio at 8 µM. 0.4% of 200,000 active. AID 1049; in the data active = TR-FRET ratio above about 2000; note: inactives centre near 1500
PPARg SRC-2 ag: promotes SRC-2 coactivator recruitment by human PPARgamma; P37231; PPARgamma LBD-SRC-2 recruitment, biochemical; 0.34% of 200,000 active; activation, % at 8 µM; in the data active = activation above about 22%;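 note: 0% = vehicle and 100% = reference agonist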
* marks the source's active call; other numbers are inactive results; x = no result given.

The first two compounds, to show the layout:
mol,Diaph inh CS,ROMK mod,S1P3 antag,PMI act hi M6P,PPARg SRC1 recr,G6PDH CS,PPARg SRC3 recr,Diaphorase act,PMI act,SRC2 TRFRET art,PPARg SRC-2 ag
CCCCn1c(NS(=O)(=O)c2ccc(C)cc2)c(S(=O)(=O)c2ccccc2)c2nc3ccccc3nc21,37,x,-12,0.5,1,11,0,0.6,0.8,1743,-5
COC(=O)c1cc(-c2ccc(Cl)cc2)n[nH]1,14,0.1,-1,0.8,-1,4,9,0.9,1,1432,2

The list itself, repeating the preview:
mol,Diaph inh CS,ROMK mod,S1P3 antag,PMI act hi M6P,PPARg SRC1 recr,G6PDH CS,PPARg SRC3 recr,Diaphorase act,PMI act,SRC2 TRFRET art,PPARg SRC-2 ag
CCCCn1c(NS(=O)(=O)c2ccc(C)cc2)c(S(=O)(=O)c2ccccc2)c2nc3ccccc3nc21,37,x,-12,0.5,1,11,0,0.6,0.8,1743,-5
COC(=O)c1cc(-c2ccc(Cl)cc2)n[nH]1,14,0.1,-1,0.8,-1,4,9,0.9,1,1432,2
COc1ccc(C(O)C(CN2CCOCC2)c2ccccc2)cc1 (stereo not given),10,-0.67,x,1,2,-2,4,0.9,1,1476,7
COc1cccc(N=Nc2c(N)[nH][nH]c2=O)c1,4,x,-24,0.9,10,0,8,1,1,1652,1
COc1ccc(CCNC(=O)Nc2ccc3c(c2)OCO3)cc1OC,14,0.64,15,0.9,11,6,-1,0.9,0.9,1640,10
CNc1ccc(/C=C(\CCC(=O)O)c2nc3ccccc3s2)cc1[N+](=O)[O-],48,0.035,-2,0.9,3,10,1,0.5,0.9,1736,-4
O=C(NC1CCCC1)C1CC1c1ccccc1 (stereo not given),-12,x,6,1.1,-1,9,0,1.1,1.2,1435,-2
CCc1ccccc1NC(=O)CSc1nnc([C@@H](N)Cc2ccccc2)o1,14,x,x,1,8,9,9,0.9,1,1598,-1
OC(COc1ccc(Cl)cc1)CN1C2=NCCCN2c2ccccc21 (stereo not given),24,-2.4,-37,0.9,1,2,1,0.8,0.9,1474,-4
O=C1Nc2ccccc2C(O)(C(=O)NCc2ccco2)N1c1ccccc1 (stereo not given),13,x,x,1,8,1,2,0.9,1,1738,20
CC(=O)C1C(c2cccc([N+](=O)[O-])c2)C2C(C)=NN=C2CC1(C)O (stereo not given),14,x,7,0.9,-7,3,-3,0.9,0.9,1532,-6
CCC(=O)c1ccc(N2CCN(C(=O)COc3ccccc3F)CC2)c(F)c1,-1,-0.78,3,1.1,7,6,5,1,1,1631,0
CCOc1cc(/C=C2\SC(=S)N(NC(=O)c3cccnc3)C2=O)ccc1O,14,-2.1,-17,0.9,10,9,7,0.9,1,1584,8
Cc1ccc(NC(=O)C(C)N2C(=O)C3C4CC(C(Br)C4Br)C3C2=O)cc1 (stereo not given),22,x,x,0.9,10,8,16,0.8,0.9,1687,2
CCCSc1nc(N2CCOCC2)c2c(c1C#N)CCCC2,22,-1.3,x,0.9,-6,4,4,0.8,0.9,1438,-7
COc1cccc(C2SCC(=O)N2c2ccc(Br)cc2)c1OC (stereo not given),3,0.091,-2,2.2*,0,5,-1,1,1.7,1492,0
Cc1ccccc1C(=O)OCCN(C)Cc1ccccc1,1,x,-21,1,3,7,0,1,1,1662,-3
Cc1ccc(SCC(=O)Nc2ccc(N3CCOCC3)cc2)cc1,16,-0.018,-3,0.9,4,17,1,0.8,0.9,1563,6
O=C(NNC(=O)c1ccccc1Br)c1ccc(Cl)c(Cl)c1,3,x,x,0.9,-3,8,-12,1,1.1,1526,-10
O=C(Cc1coc(-c2ccc(F)cc2)n1)N1CCOCC1,1,x,-2,1,1,1,-6,1,1,1503,-4

Ordered by value in PPARg SRC-2 ag (falling): some entries from above
compound,PPARg SRC-2 ag
OC(COc1ccc(Cl)cc1)CN1C2=NCCCN2c2ccccc21 (stereo not given),-4
CCCSc1nc(N2CCOCC2)c2c(c1C#N)CCCC2,-7
O=C(NNC(=O)c1ccccc1Br)c1ccc(Cl)c(Cl)c1,-10

Further entries follow:
mol,Diaph inh CS,ROMK mod,S1P3 antag,PMI act hi M6P,PPARg SRC1 recr,G6PDH CS,PPARg SRC3 recr,Diaphorase act,PMI act,SRC2 TRFRET art,PPARg SRC-2 ag
Cc1csc(NC(=O)CSc2nc(C)cs2)n1,5,-0.26,14,1,-1,1,-14,1,1,1547,6
CC(C)CSc1ncnc2c1oc1nc3c(cc12)COC(C)(C)C3,9,x,x,0.9,7,21,-7,0.9,1,1554,2
COCCN1CN(S(=O)(=O)c2ccccc2)c2nc3ccccc3nc21,10,x,2,1.5,-6,23,-12,0.9,1.2,1450,-5
Cc1ccc(-n2nnnc2-c2cnn(-c3cccc(F)c3)c2C(F)(F)F)cc1,12,-2.1,x,1,0,11,-6,0.9,1,1514,-6
CCn1c(SCC(N)=O)nc2cc(S(=O)(=O)N3CCOCC3)ccc21,-2,0.17,-4,1,6,7,-1,1,1.1,1575,-3
CCCCCN(C(=O)NC(=O)NC(C)CC)S(C)(=O)=O (stereo not given),5,x,-2,1,8,0,11,0.9,1.1,1583,3
Cc1cc2c(c(=O)n1CCCn1ccnc1)C(c1ccco1)C(C#N)=C(N)O2 (stereo not given),22,-1.9,0,0.9,-2,-2,0,0.8,1,1585,9
Cc1ccc2c(c1)C1CN(C)CCC1N2C(=O)c1ccc(Cl)c(S(=O)(=O)N2CCOCC2)c1 (stereo not given),8,-0.0019,-20,0.9,-9,3,-1,0.9,1,1412,-6
Cc1nn(CCc2n[nH]c(=S)n2-c2cccc(Cl)c2)c(C)c1[N+](=O)[O-],27,0.1,x,0.9,0,9,-1,0.7,0.8,1342,2
Cc1cc(C)n(-c2ccc(F)cc2CN2CCN(Cc3ccccc3)C(CCO)C2)n1 (stereo not given),7,-0.46,7,1,8,12,1,0.9,1,1658,15
Cc1cccc(N(C)S(=O)(=O)c2cccc3nsnc23)c1,16,x,x,1,2,9,-2,0.8,0.9,1758,5
Cc1ccc(-c2nc3ccccc3o2)cc1NC(=O)Cc1cccs1,-6,x,x,1,7,4,4,1.1,1,1422,1
CC(=O)c1c(C)[nH]c(C(=O)OCc2ccc(Br)cc2)c1C,11,0.013,2,0.9,-6,-4,2,0.9,0.9,1465,4
O=C(Nc1ccccc1)/C(=C/c1ccc([N+](=O)[O-])cc1)NC(=O)c1ccccc1,-10,x,-2,1,4,0,-3,1.1,1,1528,-6
O=C(NCC1CCCO1)c1cc(-c2ccccc2)on1 (stereo not given),9,1,-17,0.9,-3,-2,-4,0.9,0.9,1396,-2
Oc1ccc(Br)cc1/C=N/Nc1nc(N2CCCCC2)nc(N2CCOCC2)n1,31,-0.14,-5,0.8,-2,13,-1,0.7,0.7,1501,-13
COC(=O)c1oc2ccccc2c1NC(=O)/C=C/C(=O)O,-6,0.48,-4,1.1,7,13,5,1.1,1.3,1543,7
Cc1ccc(-c2nc3cc(C)ccc3o2)cc1,13,1.2,5,0.9,-4,3,2,0.9,0.9,1524,-5
CC1CCC/C(=N/Nc2ccc([N+](=O)[O-])cc2[N+](=O)[O-])C1 (stereo not given),-4,x,x,1.1,1,-4,1,1,1.1,1590,18
CCCc1nc2cc(CC(=O)OC)ccc2o1,-6,x,x,1.1,-6,3,-8,1.1,1,1322,8

Going on with the list.
mol,Diaph inh CS,ROMK mod,S1P3 antag,PMI act hi M6P,PPARg SRC1 recr,G6PDH CS,PPARg SRC3 recr,Diaphorase act,PMI act,SRC2 TRFRET art,PPARg SRC-2 ag
O=C(NC(=S)N1CCOCC1)C12CC3CCC(CC(C3)C1)C2,12,x,-1,1.1,-3,-10,5,0.9,1.1,1451,8
COc1ccc(OC)c(C2C(C#N)=C(N)Oc3c2c(C)nn3-c2cccc(Cl)c2)c1 (stereo not given),25,-0.38,16,1,8,4,-9,0.7,1,1445,-3
C#CCOCCOCCOCCNc1nc(N2CCN(C(=O)Cn3cc(CC(C)O)nn3)CC2)nc(N2CCN(C(=O)Cn3cc(CC(C)O)nn3)CC2)n1 (stereo not given),14,0.036,-7,1.2,6,12,-3,0.9,1.1,1546,-3
O=C(COc1ccc(S(=O)(=O)N2CCCCC2)cc1)NCc1ccncc1,10,x,-13,1,-5,0,6,0.9,1,1458,3
Cc1nn(Cc2ccc(Cl)cc2)c(C)c1NC(=O)CSc1n[nH]c(C)c1[N+](=O)[O-],14,-1,9,0.9,0,-11,2,0.9,0.9,1574,2
O=C(CN1C(=O)C2(OCCO2)c2ccccc21)c1ccc(Cl)cc1,26,x,x,0.9,6,15,-3,0.7,0.8,1654,-6
O=C1OCCC1S(=O)(=O)c1ccc2ccccc2c1 (stereo not given),10,x,-17,1,10,6,2,0.9,1,1561,5
O=C(O)c1ccc(N/N=C/c2cc3c(cc2[N+](=O)[O-])OCO3)cc1,20,-0.45,-14,0.7,2,0,-1,0.8,1.1,1623,-5
COc1ccc(CCNC(=O)Cc2cc(=O)[nH]c(=O)[nH]2)cc1OC,11,x,-7,0.9,10,13,1,0.9,0.9,1650,5
Cc1ccc(CNC(=O)CSc2nc3ccccc3c(=O)n2CCCO)cc1,16,x,-8,0.9,-1,-22,7,0.8,0.9,1481,0
CC(=O)c1ccc(-c2ccc(C(=O)N3CCCc4ccccc43)o2)cc1,16,-3.5*,-6,1,6,0,11,0.8,1,1686,7
Cc1nn(CCc2nn[nH]n2)c2nc(-c3ccc(Br)cc3)cc(C(F)(F)F)c12,6,-3.2,2,1,5,14,3,0.9,1,1775,5
Cc1ccc(S(=O)(=O)N(C)C)cc1NC(=O)c1ccccc1Br,16,0.77,7,1,13,4,1,0.8,1,1540,-1
Cc1ccc(/C=C/C(=O)NCc2cccs2)cc1,-7,x,7,1.1,5,9,-1,1.1,1,1557,-2
CCSc1nnc(NC(=O)C2CCN(S(=O)(=O)c3cc(C(F)(F)F)ccc3Cl)CC2)s1,9,-0.0021,-3,1,4,10,2,0.9,0.9,1465,-4
O=C(COc1ccc2ccccc2c1)NNC(=O)[C@@H]1CCCC[C@@H]1C(=O)O,18,0.51,x,0.9,3,-1,-1,0.8,0.9,1554,-1
COc1cc(/C=C/C(=O)O)cc(S(=O)(=O)NCc2ccc3c(c2)OCO3)c1OC,x,-0.085,8,x,7,9,0,x,x,1618,7
CN(C[C@H](Cc1ccccc1)N(CCN(CCc1ccccc1)N=O)N=O)N=O,30,x,-6,0.9,8,5,-3,0.7,0.9,1533,12
O=C(c1nc2nc(-c3ccccc3)cc(C(F)(F)F)n2n1)N1CCOCC1,11,0.58,-26,0.9,2,-5,6,0.9,0.9,1484,5
COc1cc2[nH]cc(C(=O)NCc3cccs3)c(=O)c2cc1OC,x,-0.075,x,x,1,x,16,x,x,1580,7
Cc1ccc2c(c1)C(=O)C(=O)N2CCCOc1ccccc1,x,3.6*,-18,x,6,11,3,x,x,1628,5
